Screening results as filed in PubChem.
RSV CPE inhibition = RSV antiviral activity via CPE protection, HEp-2 cells, primary 10 µM value included (AID 2391). HEp-2 cells, RSV-induced CPE inhibition; higher % means a stronger effect. one-dose CPE inhibition, % at 10 µM; IC50 in µM for titrated hits. 0.13% of 310,000 active; in the data active means a potency from the dose series; inconclusive means CPE inhibition mostly from about 23% at the one dose, without a potency; inactive means the rest, 99 in 100 with CPE inhibition below about 21%; further: strong numbers were not always called active
PMI inhibition = human PMI inhibitors, high substrate, primary screen, biochemical, fluorescence intensity, high mannose 6-phosphate (AID 1220); recombinant PMI enzyme, coupled fluorescence intensity; higher % means a stronger effect; inhibition, % at 20 µM, or IC50 in µM where a hit was titrated; 0.66% of 190,000 active
West Nile antiviral = inhibition of WNV-induced cytopathic effect – cell-based, CPE readout (AID 1621); West Nile virus-infected cells, CPE inhibition; higher % means a stronger effect; CPE inhibition, % at 10 µM; hits with a dose series show IC50 in µM; 0.02% of 290,000 active; in the data active means a potency from the dose series; inconclusive means CPE inhibition mostly from about 3.7% at the one dose, without a potency; inactive means the rest, 99 in 100 with CPE inhibition below about 2.2%; further: strong numbers were not always called active
Ins promoter up = MIN6 insulin promoter up-regulation | MIN6 insulin promoter-GFP reporter, high-content imaging; active compounds read high | z-score at 5 µM | 0.3% of 190,000 active | AID 1625;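 active means z-score above 3 at 5 µM with at least 500 cells counted in the well; inconclusive means wells under 500 cells, flagged as cytotoxic or low count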
human PMI inhibition = inhibitors of human PMI, primary screen, biochemical, fluorescence intensity, coupled assay (AID 1209) | inhibition, % at 20 µM, or IC50 in µM where a hit was titrated | purified PMI enzyme, coupled fluorescence intensity; higher % means a stronger effect | 0.42% of 190,000 active;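 further: plate controls were DMSO vehicle for no effect and wells lacking substrate for full effect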
Large T inhibition = TAg ATPase/helicase activity blockers – biochemical (AID 1903) | 0.39% of 310,000 active | SV40 large T antigen ATPase/helicase inhibition assay; higher % means a stronger effect | inhibition, % at 20 µM, or IC50 in µM where a hit was titrated; in the data active means a potency from the dose series; inconclusive means inhibition mostly from about 32% at the one dose, without a potency; inactive means the rest, 99 in 100 with inhibition below about 32%; further: strong numbers were not always called active
TNAP activators = human TNAP enzyme activators, primary screen, biochemical, luminescent, no phosphate acceptor, uHTS (AID 1001). purified TNAP, luminescent activation assay, no phosphate acceptor; higher activation fold means a stronger effect. activation fold at 20 µM; hits with a dose series show EC50 in µM. 0.03% of 200,000 active; in the data active means activation fold from about 3, or a potency from the dose series; inactive means the rest, 99 in 100 with activation fold below about 1.6; further: many of its hits are not listed in these tables
CSM14.1 death rescue = protection against thapsigargin-triggered cell killing – 384-well, CSM14.1, ATP luminescence, primary screen (AID 1222); 190,000 tested, under 10 active; CSM14.1 thapsigargin-induced death rescue, ATP luminescence; higher % means a stronger effect; one-dose cellular ATP content (survival), % at 20 µM; EC50 in µM for titrated hits;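 active means EC50 below 50 µM in the dose-response confirmation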;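 further: death triggered by thapsigargin at about 15 µM added after 2 h compound pretreatment; cell ATP read after overnight thapsigargin exposure of roughly 18 to 22 hours; normalized against plate controls of thapsigargin alone and 5% DMSO vehicle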
Salmonella PhoP GFP = inhibitors of PhoP regulon expression, primary screen, Salmonella Typhimurium, GFP reporter (AID 1863); S. Typhimurium PhoP-regulated promoter GFP reporter, 4 h; higher % means a stronger effect; inhibition, % at 50 µM; hits with a dose series show IC50 in µM; 0.16% of 300,000 active;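 active means inhibition over 29.93%, a cutoff 3 SD above the screen mean, later confirmed by dose response; inconclusive means inhibition over 29.93% but no dose response follow-up; inactive means inhibition at most 29.93% or unconfirmed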;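 further: 0% = low Mg2+ inducing control and 100% = high Mg2+ repressing control; strong numbers were not always called active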
Ins promoter up cell count = further read-out of Ins promoter up, marked with its call; cell count; measured here: cytotoxicity, nuclei count;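 total cells summed across four imaged fields per well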
* marks the source's active call; other numbers are inactive results. Unless noted, no stated cut-off is given here; in the data, active means inhibition above about 50%; inactive means the rest.

What do the screens show for `O=C(Nc1ccc2c(c1)OCO2)C1CCN(C(=O)c2ccc(Br)cc2)CC1`?
RSV CPE inhibition: 5.7%; PMI inhibition: 20.5%; West Nile antiviral: -0.3%; Ins promoter up: -0.15; human PMI inhibition: 7.8%; Large T inhibition: 16.4%; TNAP activators: 1; CSM14.1 death rescue: -0.6%; Salmonella PhoP GFP: -5.1%; Ins promoter up cell count: 1609

What do the screens show for `COc1ccc(C(=O)COC(=O)c2ccn(C)n2)cc1`?
RSV CPE inhibition: 0.5%; West Nile antiviral: -0.1%; Large T inhibition: 6.0%; Salmonella PhoP GFP: 0.2%

How did CCC1(c2ccc(F)cc2)NC(=O)N(CC(=O)N(CCC#N)c2ccccc2)C1=O (stereo not given) do in these assays?
RSV CPE inhibition: 0.5%; West Nile antiviral: 0.2%; Large T inhibition: 4.5%; Salmonella PhoP GFP: -2.8%

What do the screens show for `COc1cccc(C2c3[nH]c4ccccc4c3C[C@H]3C(=O)N(c4ccccc4C(=O)NCCCN4CCOCC4)C(=O)N23)c1` (stereo not given in full)?
RSV CPE inhibition: 1.7%; West Nile antiviral: 2.5%; Large T inhibition: 3.8%; Salmonella PhoP GFP: -2.7%

What do the screens show for `COc1ccccc1NC(=O)Nc1ccc(-n2ccc(C(F)(F)F)n2)cc1`?
RSV CPE inhibition: 2.8%; West Nile antiviral: -0.8%; Ins promoter up: 0; Large T inhibition: -1.0%; Salmonella PhoP GFP: -8.1%; Ins promoter up cell count: 1400

What do the screens show for `COC(=O)NNC1=CC(=O)CC(C)(C)C1`?
RSV CPE inhibition: 3.0%; PMI inhibition: 5.8%; West Nile antiviral: 0.6%; Ins promoter up: 0.46; human PMI inhibition: -3.7%; Large T inhibition: 5.9%; TNAP activators: 1.1; CSM14.1 death rescue: -1.1%; Salmonella PhoP GFP: 15.1%; Ins promoter up cell count: 1161

What do the screens show for `Cc1cccc(C)c1OCc1nnc(SCC(=O)Nc2ccc(N3CCOCC3)cc2)o1`?
RSV CPE inhibition: 0.5%; West Nile antiviral: -0.7%; Large T inhibition: 4.5%; Salmonella PhoP GFP: 10.7%

Results for CCOC(=O)N1C2=NC(C(=O)OC)=C(C(=O)OC)[C@@H]3Nc4ccccc4[C@]23C[C@H]1C(=O)OC ?
RSV CPE inhibition: 4.0%; West Nile antiviral: 0.3%; Ins promoter up: 0.22; Large T inhibition: 10.1%; Salmonella PhoP GFP: -0.3%; Ins promoter up cell count: 1171

What do the screens show for `N#CC1=CN(Cc2ccccc2)C=C(/C=N/Nc2ccccc2)C1`?
RSV CPE inhibition: 6.1%; PMI inhibition: -68.8%; West Nile antiviral: -0.6%; human PMI inhibition: -50.6%; Large T inhibition: 2.7%; TNAP activators: 1.1; CSM14.1 death rescue: -5.6%; Salmonella PhoP GFP: -7.2%

How did CCCN(CC1CC1)C(=O)CCc1nnc(CCc2c[nH]c3ccccc23)o1 do in these assays?
RSV CPE inhibition: 0.8%; PMI inhibition: 10.0%; West Nile antiviral: -0.9%; Ins promoter up: -0.79; human PMI inhibition: 9.3%; Large T inhibition: -3.8%; TNAP activators: 1; CSM14.1 death rescue: 0.5%; Salmonella PhoP GFP: -2.7%; Ins promoter up cell count: 1297

What do the screens show for `Cc1cc(C)c(S(=O)(=O)N2CCCCC2)c(C)c1N(C)S(=O)(=O)c1ccc(Cl)cc1`?
RSV CPE inhibition: 8.6%; PMI inhibition: 8.8%; West Nile antiviral: 0.8%; Ins promoter up: 0.01; human PMI inhibition: 13.9%; Large T inhibition: 8.5%; TNAP activators: 1.1; CSM14.1 death rescue: 4.6%; Salmonella PhoP GFP: 9.0%; Ins promoter up cell count: 1578

Results for Oc1ccccc1N1CCN(Cc2ncc(-c3ccccc3)o2)CC1 ?
RSV CPE inhibition: 1.7%; West Nile antiviral: -0.4%; Large T inhibition: 3.1%; Salmonella PhoP GFP: -5.3%

Results for CN(C)c1cccc(C(=O)N2CCC(n3nccc3NC(=O)C3CCOC3)CC2)c1 (stereo not given) ?
RSV CPE inhibition: 1.5%; West Nile antiviral: -0.2%; Large T inhibition: 5.3%; Salmonella PhoP GFP: -1.0%

What do the screens show for `C=CCn1c(CCC(O)CCCCC)n[nH]c1=S` (stereo not given)?
RSV CPE inhibition: 1.7%; PMI inhibition: 0.2%; West Nile antiviral: -0.7%; Ins promoter up: -0.3; human PMI inhibition: -6.8%; Large T inhibition: 14.8%; TNAP activators: 1; CSM14.1 death rescue: -1.5%; Salmonella PhoP GFP: -8.2%; Ins promoter up cell count: 1300

What do the screens show for `CC(C)N(C(=O)Cn1cnc2c(cnn2-c2ccccc2Cl)c1=O)C(C)C`?
RSV CPE inhibition: 1.3%; PMI inhibition: 17.5%; West Nile antiviral: -0.2%; Ins promoter up: 0.98; human PMI inhibition: 12.3%; Large T inhibition: -3.0%; TNAP activators: 1; CSM14.1 death rescue: 0.0%; Salmonella PhoP GFP: 6.8%; Ins promoter up cell count: 1361

What do the screens show for `COc1cc(/C=N/NC(=S)NC2CC3CC2C2C=CCC32)ccc1O` (stereo not given)?
RSV CPE inhibition: 0.8%; West Nile antiviral: 0.3%; Ins promoter up: -0.69; Large T inhibition: 24.7%; Salmonella PhoP GFP: -3.1%; Ins promoter up cell count: 1267

How did CCN(Cc1ccncc1)C(=O)c1cc(COc2ccc(F)cc2F)on1 do in these assays?
RSV CPE inhibition: inconclusive; West Nile antiviral: -1.4%; Large T inhibition: 0.7%; Salmonella PhoP GFP: -1.6%

How did COc1ccc(-n2cnnc2SCC(=O)NC2CCS(=O)(=O)C2)cc1 (stereo not given) do in these assays?
RSV CPE inhibition: 1.4%; PMI inhibition: -2.6%; West Nile antiviral: -0.1%; Ins promoter up: -0.4; human PMI inhibition: 3.9%; Large T inhibition: 2.7%; TNAP activators: 1.1; CSM14.1 death rescue: -2.2%; Salmonella PhoP GFP: -7.8%; Ins promoter up cell count: 1344

Results for CCCC1CC(C)(/C(C)=N\NC(N)=S)OC1=O (stereo not given) ?
RSV CPE inhibition: -0.7%; PMI inhibition: -0.5%; West Nile antiviral: -0.8%; Ins promoter up: -0.35; human PMI inhibition: -2.0%; Large T inhibition: -2.1%; TNAP activators: 1.2; CSM14.1 death rescue: -1.1%; Salmonella PhoP GFP: -0.4%; Ins promoter up cell count: 1603

What do the screens show for `O=C(CCC(=O)N1CCc2ccccc2C1)N1CCN(S(=O)(=O)c2ccccc2)CC1`?
RSV CPE inhibition: 1.3%; PMI inhibition: 16.8%; West Nile antiviral: -0.1%; human PMI inhibition: -2.1%; Large T inhibition: 6.9%; TNAP activators: 1.1; CSM14.1 death rescue: -1.3%; Salmonella PhoP GFP: 5.4%

How did CNC(=S)NNC(=O)c1c(C)nc2cc(C)ccn12 do in these assays?
RSV CPE inhibition: 0.6%; West Nile antiviral: 0.1%; Ins promoter up: -0.17; Large T inhibition: 14.1%; Salmonella PhoP GFP: -7.9%; Ins promoter up cell count: 987

How did CCOC(=O)c1c(C)c(C(=O)Nc2cc(F)ccc2F)c(C)n1C do in these assays?
RSV CPE inhibition: 0.8%; PMI inhibition: 4.9%; West Nile antiviral: -0.9%; Ins promoter up: 1.77; human PMI inhibition: 14.6%; Large T inhibition: 4.1%; TNAP activators: 1.2; CSM14.1 death rescue: -2.8%; Salmonella PhoP GFP: -14.5%; Ins promoter up cell count: 1376

How did O=C(c1ccccc1)c1ccc(OCC(O)CN2CCCC2)cc1 (stereo not given) do in these assays?
RSV CPE inhibition: -3.3%; PMI inhibition: 1.1%; West Nile antiviral: -1.2%; human PMI inhibition: 4.4%; Large T inhibition: 7.1%; TNAP activators: 1; CSM14.1 death rescue: -0.7%; Salmonella PhoP GFP: -3.2%

Results for CCOC(=O)c1cc(-c2ccc(N3CCOCC3)cc2)nn1-c1ccccc1C(=O)O ?
RSV CPE inhibition: 1.5%; West Nile antiviral: -0.1%; Ins promoter up: 0.43; Large T inhibition: 11.3%; Salmonella PhoP GFP: -3.4%; Ins promoter up cell count: 1567

What do the screens show for `CCOc1ccc(OCC)c(NC(=O)CN2CCN(C(=O)c3ccco3)CC2)c1`?
RSV CPE inhibition: 2.4%; PMI inhibition: 1.8%; West Nile antiviral: -0.5%; Ins promoter up: 0.32; human PMI inhibition: 5.0%; Large T inhibition: 0.3%; TNAP activators: 1.1; CSM14.1 death rescue: 1.3%; Salmonella PhoP GFP: 2.7%; Ins promoter up cell count: 1253

What do the screens show for `CC1(c2nnc(-c3ccc(F)cc3)o2)CC(c2cccc(Cl)c2)=NO1` (stereo not given)?
RSV CPE inhibition: 1.9%; West Nile antiviral: 0.1%; Ins promoter up: -0.21; Large T inhibition: 10.8%; Salmonella PhoP GFP: -1.2%; Ins promoter up cell count: 1166

What do the screens show for `Cc1cc(-c2nc3ncccc3o2)ccc1NC(=S)NC(=O)c1ccco1`?
RSV CPE inhibition: 0.3%; PMI inhibition: 41.0%; West Nile antiviral: -0.7%; Ins promoter up: -1.36; human PMI inhibition: 24.5%; Large T inhibition: 15.8%; TNAP activators: 1; CSM14.1 death rescue: -0.4%; Salmonella PhoP GFP: -5.8%; Ins promoter up cell count: 1364

How did COc1ccccc1N1CCN(C(=O)c2ccc(CN3CCOCC3)cc2)CC1 do in these assays?
RSV CPE inhibition: -0.7%; PMI inhibition: -7.5%; West Nile antiviral: -0.4%; Ins promoter up: -0.38; human PMI inhibition: -9.2%; Large T inhibition: 4.8%; TNAP activators: 1; CSM14.1 death rescue: -0.1%; Salmonella PhoP GFP: 3.7%; Ins promoter up cell count: 1246

How did COc1ccc(S(=O)(=O)NCC(=O)NCc2cc(=O)n(C)c(=O)n2C)cc1 do in these assays?
RSV CPE inhibition: 0.9%; West Nile antiviral: 0.8%; Large T inhibition: -1.1%; Salmonella PhoP GFP: -1.5%

What do the screens show for `Cc1ccc(S(=O)(=O)N/N=C/c2ccc(OCC(=O)N3CCOCC3)cc2)cc1`?
RSV CPE inhibition: 2.0%; PMI inhibition: 4.0%; West Nile antiviral: 0.7%; Ins promoter up: -0.38; human PMI inhibition: -0.3%; Large T inhibition: 7.1%; TNAP activators: 1.1; CSM14.1 death rescue: 1.5%; Salmonella PhoP GFP: -6.2%; Ins promoter up cell count: 1658

How did CC(C)c1nnc(NC(=O)CCN2C(=O)c3ccccc3C2=O)s1 do in these assays?
RSV CPE inhibition: 0.5%; PMI inhibition: -2.7%; West Nile antiviral: -0.4%; Ins promoter up: 0.24; human PMI inhibition: -3.6%; Large T inhibition: 8.1%; TNAP activators: 1.2; CSM14.1 death rescue: -0.9%; Salmonella PhoP GFP: -6.3%; Ins promoter up cell count: 1223
